LGR2 antag – inhibitors of bursicon-induced Drosophila LGR2 receptor cAMP signaling; HEK293 LGR2, CRE-luciferase, bursicon-stimulated, 4 h; hit rate 0.35% among 380,000; AID 720647; inhibition, % at 9.99 µM;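 active means drop in luminescence signal, shown as inhibition above about 50% in the replicate tests, limit read from the data, passing the limit was not always enough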;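 further: agonist challenge used bursicon conditioned medium at about half maximal strength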
C2C12 statin – suppressors of simvastatin-induced myotoxicity in C2C12 myotubes; ATP luminescence, 48 h; scaled: DMSO 0, geranylgeraniol control 100; rescue of ATP level, % at 7.49 µM; AID 602340; hit rate 0.78% among 330,000;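 active means mean ATP rescue above about 67%, or every replicate alone reaching that limit, limit read from the data, passing the limit was not always enough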;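 further: myotubes were challenged with 10 µM simvastatin during compound exposure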
ARNT TACC3 PPI – disruptors of human ARNT/TACC3 interaction; Q9Y6A5; AlphaScreen His-ARNT PAS-B/GST-TACC3 binding, luminescence; TACC3 fragment carries E629A point mutation; inhibition, % at 9.99 µM; hit rate 0.66% among 390,000; AID 623870;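 active means mean inhibition of replicates at least 50% and at least half of replicates each reaching 50%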;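 further: 0% = complete ARNT plus TACC3 wells and 100% = ARNT alone without TACC3; many hits fall short of the cut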
PGC1a acetyl inh – PGC1a acetylation modulation, inhibitor mode. U2OS PGC1a acetylation, AlphaScreen anti-acetyl-lysine; with virally co-expressed GCN5 acetyltransferase. inhibition, % at 15.6 µM. hit rate 0.17% among 350,000. AID 651687;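 active means every replicate shows inhibition of at least 40%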;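 further: 0% = neutral control wells and 100% = positive control wells; some results beyond the cut were filed as inactive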
PglD DTNB – PglD (C. jejuni) enzyme inhibition. purified PglD enzyme, DTNB colorimetric CoA detection. inhibition, % at 12.5 µM. hit rate 0.098% among 360,000; in the data active means inhibition above about 16%, passing the limit was not always enough; further: strong numbers were not always called active
INS-1E GSIS act – primary screen for activators of insulin secretion dependent on glucose, INS-1E cells, GLuc reporter luminescence; INS-1E GLuc reporter insulin secretion, 2-3 h; hit rate 0.61% among 370,000; activation, % at 16.6 µM;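 active means lowest replicate activation of at least 40%, so every replicate reaches that level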;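 further: 0% = median of neutral control wells and 100% = median of IBMX positive control wells; some compounds called inactive have numbers as strong as hits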
PAX8 inh HTS – inhibitors of PAX8 transcriptional activity in RMG-I cells; RMG-I TPO-luciferase reporter, SteadyGlo, 24 h; inhibition, % at 12.6 µM; hit rate 1.2% among 360,000;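 active means mean replicate inhibition at least 60% with every replicate also reaching 60%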;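 further: luciferase light reporting Pax8 driven TPO promoter activity; plate controls were median of neutral control wells for no effect and mitoxantrone controls for full effect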
Cneo AK release – Cryptococcus neoformans lysis via adenylate kinase release; C. neoformans lysis, adenylate kinase release luminescence, 4 h; normalised: neutral wells 0, clomiphene wells 100; lysis activity, % at 15 µM; hit rate 0.2% among 360,000;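 active means mean lysis activity across replicates of at least 80%, whatever share of replicates individually reach that level; inactive means mean lysis activity below 80%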
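read-out = cell lysis signal | test system = log-phase Cryptococcus neoformans yeast cells | input = cells at 5 × 10^6 per mL | medium = fresh YPD growth medium | signal = luminescent adenylate kinase detection reagent | timing = 4 h at 37 °C static, read 1 h later | dosing = single dose | controls = Clomiphene as positive lysis control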
The depositor's hits bear a star; . = not tested or not shown; & = joins results of further samples.

SMILES	LGR2 antag	C2C12 statin	ARNT TACC3 PPI	PGC1a acetyl inh	PglD DTNB	INS-1E GSIS act	PAX8 inh HTS	Cneo AK release
COc1ccccc1C1CC(=O)Oc2ccc(C(C)(C)C)cc21 (stereo not drawn)	1	-7	-4	2	1	-8	-18	2
O=C(Nc1ccccc1Sc1ccccc1)C1CCCO1 (stereo not drawn)	.	-13	-5	-3	-2	-4	.	-3
COc1cccc(-c2nc(CS(=O)CC(=O)O)c(C)o2)c1 (stereo not drawn)	14	6	-20	-4	3	-1	-2	3
O=C(COc1ccccc1F)NC1CC1	-6	1	-6	-2	4	-1	.	1
CCS(=O)(=O)N1CCC(C(=O)Oc2ccccc2Br)CC1	2	10	-1	2	4	-5	-28	2
C[C@H](CO)N1C[C@H](C)[C@H](CN(C)C(=O)Nc2ccc(C(F)(F)F)cc2)Oc2ccc(NS(=O)(=O)c3cn(C)cn3)cc2CC1=O	5	14	.	7	.	6	.	.
CCCn1c(SCC(=O)NCc2ccccc2Cl)n[nH]c1=O	16	.	0	-28	.	15	5	.
CCC(=O)Nc1ccc2c(c1)OC[C@@H](C)NC[C@@H](C)[C@@H](OC)CN(C)C2=O	2&-13	2	-9	.	2	21&9&15	5&7	6
O=C(Nc1ccc2c(c1)OCO2)N[C@@H]1CC[C@@H](CCNC(=O)C2CCCC2)O[C@@H]1CO	-16	1	2	3	1	22	-3	-4
CCN(CC(=O)NCc1cccs1)C(=O)c1ccc(S(=O)(=O)Nc2ccccc2C)cc1	-4	3	-1	.	-1	-24	3	-1
CC(C)(C)C(=O)/C(=C/c1ccc(Cl)cc1)n1cncn1	42	5	1	-21	0	-17	86*	-1
O=C(O)C[C@H]1C[C@@H]2c3cc(NC(=O)NC4CCCCC4)ccc3O[C@@H]2[C@@H](CO)O1	-10	0	4	2	0	-1	-22	-1
COCCCNc1nc2c(c(=O)n(Cc3ccc(Cl)cc3)c(=O)n2C)n1C	-3	11	-3	-2	3	-6	26	-3
Cc1ccccc1-c1cnc2c(c1)C(=O)N([C@@H](C)CO)C[C@@H](C)[C@H](CN(C)C(=O)c1cccnc1)O2	1	6	-4	7	-3	28	.	6
CCS(=O)(=O)N(C)C[C@H]1OCc2ccccc2-c2c(n(C)c3ccccc23)C(=O)N([C@H](C)CO)C[C@H]1C	-3	4	6	4	-3	6	.	0
CC1(C)Cc2c(c(-c3ccccc3)nc3[nH][nH]c(=O)c23)CO1	.	.	-5	1	-3	.	.	-1
O=C(Cc1ccc(-n2c(=O)[nH]c3ccsc3c2=O)cc1)N1CCN(c2ccc(Cl)cc2)CC1	-1	.	-3	.	1	-36	-3	2
C[C@H](CO)N1C[C@H](C)[C@@H](CN(C)C)Oc2ncc(-c3ccccc3F)cc2C1=O	-14	-3	-4	10	4	22	.	2
C[C@@H]1CN([C@H](C)CO)C(=O)Cc2cc(NS(=O)(=O)c3ccc(Cl)cc3)ccc2O[C@H]1CN(C)C(=O)Nc1ccccc1	17	25	-7	-4	-3	28	-3	-1
CN1C(=O)c2cc(NC(=O)c3cc(F)cc(F)c3)ccc2OC[C@H]2O[C@@H](CC(=O)O)CC[C@H]21	1	2	-4	3	-2	14	-3	0
O/N=C1\CCCCc2ccccc21	.	-5	-12	-23	0	.	.	0
COc1ccc(S(=O)(=O)Cc2ccc(C(=O)NCc3ccccc3OC)o2)cc1	-3	-7	.	.	-2	8	-18	0
Cc1nc(C)c(C(=O)N2CCCC(C(=O)c3cc(F)ccc3F)C2)s1 (stereo not drawn)	3	-6	2	2	-3	8	10	0
COc1ccc(S(=O)(=O)Nc2ccc3c(c2)C(=O)N([C@@H](C)CO)C[C@@H](C)[C@H](CN(C)S(=O)(=O)c2ccc(OC)cc2)OCCCC[C@H](C)O3)cc1	9	.	-14	-6	-1	-3	-18	-1
Cc1cc(C)cc(-n2c3ccc(NC(=S)NC4CCCCC4)cc3c(=O)n2C)c1	15	12	.	.	3	-6	24	-1
SMILES	LGR2 antag	C2C12 statin	ARNT TACC3 PPI	PGC1a acetyl inh	PglD DTNB	INS-1E GSIS act	PAX8 inh HTS	Cneo AK release
Cc1cc(C(=O)Nc2cccc3c2O[C@@H](CN(C)C(=O)NC2CCCCC2)[C@H](C)CN([C@@H](C)CO)C3=O)n(C)n1	-19	-23	-2	-7	2	8	-8	-7
O=C(Cn1c(C(=O)O)cc2ccccc21)c1ccccc1	11	12	-5	.	-2	-5	24	-2
CCc1nn2c(=O)cc(CSCC(=O)Nc3ccccc3F)nc2s1	.	9	-26	7	2	.	.	1
O=C(Nc1cccc(F)c1)N1CCCCN2[C@H](CO)[C@@H](c3ccc(C#Cc4cccnc4)cc3)[C@@H]2C1	6	16	-9	-7	-2	-20	15	45
O=C(NCCc1ccc(F)cc1)C(=O)NCC1CCCN1S(=O)(=O)c1ccccc1 (stereo not drawn)	21	-30	14	5	3	-60	38	.
NS(=O)(=O)c1cccc(NC(=O)Cn2nc(C(=O)O)c3ccccc3c2=O)c1	5	7	-4	2	-2	16	-3	0
CC1CCC2(CC1)NC(=O)N(CC(=O)Nc1ccc(F)cc1)C2=O (stereo not drawn)	-12	-17	18	-8	1	.	8	2
Cn1/c(=N\NC(=O)c2ccccc2Cl)sc2ccccc21	5	2	-5	4	1	7	-72	-24
CCOc1ccc(C(=O)C[n+]2ccc(C(=O)NCc3ccccc3)cc2)cc1	3	.	-9	.	.	-7	-2	.
CC(=O)OCC(=O)C1=CCC2C3CCC4=CC(=O)C=CC4(C)C3(F)C(OC(C)=O)CC12C (stereo not drawn)	-17	.	-9	.	-2	6	15	-2
O=C1c2[nH]nc(-c3ccccc3O)c2C(c2cccc(O)c2)N1Cc1ccco1 (stereo not drawn)	.	13	7	0	5	.	.	4
CCO/N=C(\C)c1c(O)cc(C(C)C)n(-c2ccccc2)c1=O	15	.	-6	.	.	4	-11	.
CC12CCC3c4ccc(OCC(=O)O)cc4CCC3C1CCC2=O (stereo not drawn)	-12	-2	-10	5	4	4	-4	-3
Cc1ccc(-n2c(C)c3c(C)nnc(C)c3c2C)cc1C	-3	.	10	-9	-5	-45	.	4
O=C(NC1CCN(Cc2ccccc2)CC1)C1CCCN(c2nnc(-n3cccc3)s2)C1 (stereo not drawn)	.	-6	1	11	-3	.	-98	1
Cc1cccc(C)c1NC(=S)NC(C)CCc1ccccc1 (stereo not drawn)	-26	-4	-1	.	-1	-14	3	6
COc1ccccc1NC(=O)N1C[C@H](O)COC[C@@H]2O[C@@H](CC(=O)N3CCC(Cc4ccccc4)CC3)CC[C@H]21	1	26	1	1	3	-20	13	1
COc1ccc2[nH]c(C(=O)NCCCn3ccnc3)cc2c1	.	-1	-2	.	0	.	.	2
COc1ccc(NCc2ccc([N+](=O)[O-])s2)c(OC)c1	7	.	6	.	.	12	-14	.
C[C@H](CO)N1C[C@H](C)[C@@H](CN(C)CC2CC2)OCc2ccccc2-c2ccccc2C1=O	11	9	9	-4	-6	3	-53	-1
CC1(C(=O)NS(=O)(=O)c2ccc(Cl)cc2)CCN1C(=O)Cc1cc(F)ccc1F (stereo not drawn)	14	0	.	4	4	19	-5	0
CN(CC(=O)Nc1ccc(F)cc1)C(=O)C1Cc2ccccc2CN1S(C)(=O)=O (stereo not drawn)	13	-4	5	6	9	16	7	2
CCOC(=O)c1c(S(=O)(=O)Nc2ccc(F)cc2Cl)c(C)n(C)c1C	-10	4	0	-7	-1	13	7	1
Cc1cccc2cc(C(c3nnnn3C(C)(C)C)N3CCN(C(=O)c4ccco4)CC3)c(=O)[nH]c12 (stereo not drawn)	.	7	-2	6	5	.	.	1
Cc1cc2ncn(S(=O)(=O)c3ccc(S(=O)(=O)N4CCOCC4)cc3)c2cc1C	.	-2	-3	12	-2	.	.	1

Entries of single compounds as entered above:
CCO/N=C(\C)c1c(O)cc(C(C)C)n(-c2ccccc2)c1=O is listed with LGR2 antag: 15; C2C12 statin: .; ARNT TACC3 PPI: -6; PGC1a acetyl inh: .; PglD DTNB: .; INS-1E GSIS act: 4; PAX8 inh HTS: -11; Cneo AK release: .
CN(CC(=O)Nc1ccc(F)cc1)C(=O)C1Cc2ccccc2CN1S(C)(=O)=O (stereo not drawn) is listed with LGR2 antag: 13; C2C12 statin: -4; ARNT TACC3 PPI: 5; PGC1a acetyl inh: 6; PglD DTNB: 9; INS-1E GSIS act: 16; PAX8 inh HTS: 7; Cneo AK release: 2
Cc1cc2ncn(S(=O)(=O)c3ccc(S(=O)(=O)N4CCOCC4)cc3)c2cc1C is listed with LGR2 antag: .; C2C12 statin: -2; ARNT TACC3 PPI: -3; PGC1a acetyl inh: 12; PglD DTNB: -2; INS-1E GSIS act: .; PAX8 inh HTS: .; Cneo AK release: 1

Next part.
SMILES	LGR2 antag	C2C12 statin	ARNT TACC3 PPI	PGC1a acetyl inh	PglD DTNB	INS-1E GSIS act	PAX8 inh HTS	Cneo AK release
O=C(NCCCCNC(=O)c1cccs1)c1cccs1	10	1	0	3	2	-16	8	0
NC(=O)c1nsc(C(=O)N(Cc2cccnc2)C(C(=O)NC2CCCCC2)c2ccc(F)cc2)c1N (stereo not drawn)	9	3	1	-4	0	1	0	-2
COCC(=O)N(C)C1(c2nnnn2CCOC(=O)Nc2ccc(Cl)cc2)CCCCC1	5	.	3	.	.	2	15	.
COc1ccc(C2=NOC(c3nnc(-c4ccccc4)o3)C2)cc1 (stereo not drawn)	-7	-7	1	.	-3	10	-14	-2
Oc1[nH]c2ccccc2c1N=Nc1ccc(C(F)(F)F)cn1	-44	-4	-10	12	-3	1	.	0
O=C(NNS(=O)(=O)c1ccccc1)c1cnn(-c2ccc(Cl)cc2)c1C(F)(F)F	4	.	-6	.	.	-3	18	.
COc1ccc(CN2CCC(C(=O)N(C)CCc3ccc(OC)c(OC)c3)CC2)c(OC)c1	.	0	-3	-5	5	.	.	2
COCCCNC(=O)/C(C#N)=C/c1c(N2CCN(c3ccccc3)CC2)nc2c(C)cccn2c1=O	-4	9	11	.	0	-5	32	1
C[C@H]1CN([C@@H](C)CO)C(=O)c2cc(C#Cc3ccc(F)cc3)cnc2O[C@H]1CN(C)Cc1ccccn1	8	.	5	-16	2	-7	.	3
Cn1c(=O)c2c(nc3n2CCCN3CCc2ccccc2)n(C)c1=O	9	0	5	.	1	48*	13	6
C#CCNC(=O)C1=C[C@H](C2CC2)C[C@H](OCCCCO)O1	-17	-6	-3	-1&6	1	2	7&-13	1&48
CCCNC(=O)C1(C)CCN(C(=O)c2oc3ccccc3c2C)C1 (stereo not drawn)	17	6	.	-11	2	2	-3	-1
COc1ccc(C)cc1NC(=S)N1CC(C)OC(C)C1 (stereo not drawn)	17	.	14	.	-6	13	14	2
Fc1ccccc1-c1ccc(/C=N/Nc2nc3ccccc3[nH]2)o1	-75	.	7	.	.	-16	-79	.
CC1CCC(NC(=O)C2CCC(CNS(=O)(=O)c3ccccc3)CC2)CC1 (stereo not drawn)	23	8	-5	.	1	.	-2	1
Cc1cccc(N2CCN(Cc3nc(-c4ccccc4Cl)oc3C)CC2)n1	-15	.	8	.	-1	-16	28	4
CCN(CC)S(=O)(=O)c1ccc(NC(=O)COC(=O)c2ccc(Br)o2)cc1	.	-9	3	-11	-1	.	13	0
O=C1SCCC1NC(=O)C(c1ccccc1)c1ccccc1 (stereo not drawn)	4	.	-1	.	2	0	-7	0
CCn1c(C)nc2cc(C(=O)NNC(=S)Nc3ccccc3)ccc21	-55	4	-1	-25	.	4	-128	.
O=S1(=O)CCN2C(=N1)SC1=C2CCN(Cc2ccccc2)C1	-3	121*	2	-9	0	-4	.	4
CCc1c(C)c2ccc(OCC(=O)NCC3CCC(C(=O)O)CC3)c(C)c2oc1=O (stereo not drawn)	-24	8	-3	4	-1	27	.	-1

Bioassay records: PubChem, Broad Institute
